EPAC1 ag: qHTS for Agonist of cAMP-regulated guanine nucleotide exchange factor 3 (EPAC1): primary screen; EPAC1 agonist qHTS, biochemical assay; response scale: 100% = response to 6.5 mM cAMP; Rap guanine nucleotide exchange factor 3 (Homo sapiens), O95398; 360,000 compounds, 0.073% hits; AID 720707, 2013; Potency, µM (titrated, usually from 154 µM), for inactives: at the top dose activation, actives largely listed as activators; further: potency means the concentration at half of the fitted maximal effect; nearly all actives have a fitted effect of over 60% in size
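Nucleotide exchange assay: 100 nM EPAC1 with 250 nM Rap1B loaded with BODIPY-GDP and 50 uM GDP, room temperature. Fluorescence (480/540 nm) read every 5 min for 30 min; signal change normalized to 6.5 mM cAMP as full agonist.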
MmCpn inh: Inhibitors of TCP-1 ring complex (TRiC) of Methanococcus maripaludis (MmCpn): qHTS; Chaperonin Mm-Cpn (Methanococcus maripaludis); purified Mm-Cpn ATPase, ADP Transcreener TR-FRET; Potency, µM (top dose mostly 76.9 µM), inactives show at the top dose activity, negative = inhibition, hits mostly inhibitors; 330,000 compounds, 0.031% hits; further: potency means the concentration at half of the fitted maximal effect; on the % scale 0 is the no-effect control and ±100 the full control effect; nearly all actives have a fitted effect of over 80% in size
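ATP (10 uM final) was added to archaeal chaperonin (25 nM final) after 10 min exposure to test compound at 37°C; after 30 min further incubation, ADP was detected by competitive TR-FRET.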
CCT modulator: High-Throughput Screening for Modulators of Cytosolic Chaperonin Activity. purified chaperonin ATPase assay, HTRF ADP detection, 30 min. activity change, % (test concentration not listed), hits read low. 360,000 compounds, 0.3% hits. AID 651819, 2012; in the data active means activity change below about -30%; further: on the % scale 0 is the no-effect control and ±100 the full control effect
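First, chaperonin was dispensed at 40 nM or 20 nM final depending on batch activity. Next, compounds were pinned at 76 uM and ATP added at 10 uM. After 30 min at 37 °C, ADP detection reagents ran 30 min at ambient temperature.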
EPAC1 antagonist: qHTS for Antagonist of cAMP-regulated guanine nucleotide exchange factor 3 (EPAC1): primary screen; Rap guanine nucleotide exchange factor 3 (Homo sapiens), O95398; AID 720709, 2013; Potency, µM (series often up to 115 µM), without a hit: top-dose activity change, negative = inhibition, hits mostly inhibitors; 360,000 compounds, 0.14% hits; EPAC1 GEF assay, Rap1b-BODIPY-GDP exchange fluorescence;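 further: potency means the concentration at half of the fitted maximal effect; plate controls were vehicle for no effect and positive control for full effect; nearly all actives have a fitted effect of over 50% in size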
EPAC2 antagonist: qHTS for Antagonist of cAMP-regulated guanine nucleotide exchange factor 2 (EPAC2): primary screen; 360,000 compounds, 0.18% hits; Potency, µM (top dose mostly 114 µM), for the others: at the top dose activity, negative = inhibition, hits mostly inhibitors; Rap guanine nucleotide exchange factor 4 (Homo sapiens), Q8WZA2; EPAC2 GEF exchange of Rap1B-BODIPY-GDP, fluorescence; AID 720708, 2013; further: potency means the concentration at half of the fitted maximal effect; on the % scale 0 is the no-effect control and ±100 the full control effect; nearly all actives have a fitted effect of over 45% in size; many of its hits are not listed in these tables
PI5P4K alpha inh: qHTS for Inhibitors of phosphatidylinositol 5-phosphate 4-kinase (PI5P4K); Phosphatidylinositol 5-phosphate 4-kinase type-2 alpha (Homo sapiens), P48426; PI5P4Kalpha enzyme, ADP-Glo luminescence, 60 min; active compounds read low; max response, %; 330,000 compounds, 1.2% hits; active means max response of -50% or lower; inconclusive means between -30% and -50%; inactive means -30% or higher; further: value at the top dose of about 77 µM; on the % scale 0 is the no-effect control and ±100 the full control effect
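Enzyme plus substrate dispensed, test compounds pinned in, then ATP (5 microM final) added. After 60 min at RT, ADP-Glo reagent 1 for 45 min and reagent 2 for 30 min preceded luminescence imaging.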
WRN inhibitor: qHTS for Inhibitors of WRN Helicase; Bifunctional 3'-5' exonuclease/ATP-dependent helicase WRN (Homo sapiens), Q14191; AID 651768, 2012; 360,000 compounds, 0.46% hits; Potency, µM (top dose mostly 114 µM), without a hit: at the top dose activity change, negative = inhibition, most hits filed as inhibitors; WRN helicase unwinding, fluorescent forked duplex, kinetic; further: potency means the concentration at half of the fitted maximal effect; on the % scale 0 is the no-effect control and ±100 the full control effect; nearly all actives have a fitted effect of over 55% in size
Target sequence (Q14191 whole entry, looked up): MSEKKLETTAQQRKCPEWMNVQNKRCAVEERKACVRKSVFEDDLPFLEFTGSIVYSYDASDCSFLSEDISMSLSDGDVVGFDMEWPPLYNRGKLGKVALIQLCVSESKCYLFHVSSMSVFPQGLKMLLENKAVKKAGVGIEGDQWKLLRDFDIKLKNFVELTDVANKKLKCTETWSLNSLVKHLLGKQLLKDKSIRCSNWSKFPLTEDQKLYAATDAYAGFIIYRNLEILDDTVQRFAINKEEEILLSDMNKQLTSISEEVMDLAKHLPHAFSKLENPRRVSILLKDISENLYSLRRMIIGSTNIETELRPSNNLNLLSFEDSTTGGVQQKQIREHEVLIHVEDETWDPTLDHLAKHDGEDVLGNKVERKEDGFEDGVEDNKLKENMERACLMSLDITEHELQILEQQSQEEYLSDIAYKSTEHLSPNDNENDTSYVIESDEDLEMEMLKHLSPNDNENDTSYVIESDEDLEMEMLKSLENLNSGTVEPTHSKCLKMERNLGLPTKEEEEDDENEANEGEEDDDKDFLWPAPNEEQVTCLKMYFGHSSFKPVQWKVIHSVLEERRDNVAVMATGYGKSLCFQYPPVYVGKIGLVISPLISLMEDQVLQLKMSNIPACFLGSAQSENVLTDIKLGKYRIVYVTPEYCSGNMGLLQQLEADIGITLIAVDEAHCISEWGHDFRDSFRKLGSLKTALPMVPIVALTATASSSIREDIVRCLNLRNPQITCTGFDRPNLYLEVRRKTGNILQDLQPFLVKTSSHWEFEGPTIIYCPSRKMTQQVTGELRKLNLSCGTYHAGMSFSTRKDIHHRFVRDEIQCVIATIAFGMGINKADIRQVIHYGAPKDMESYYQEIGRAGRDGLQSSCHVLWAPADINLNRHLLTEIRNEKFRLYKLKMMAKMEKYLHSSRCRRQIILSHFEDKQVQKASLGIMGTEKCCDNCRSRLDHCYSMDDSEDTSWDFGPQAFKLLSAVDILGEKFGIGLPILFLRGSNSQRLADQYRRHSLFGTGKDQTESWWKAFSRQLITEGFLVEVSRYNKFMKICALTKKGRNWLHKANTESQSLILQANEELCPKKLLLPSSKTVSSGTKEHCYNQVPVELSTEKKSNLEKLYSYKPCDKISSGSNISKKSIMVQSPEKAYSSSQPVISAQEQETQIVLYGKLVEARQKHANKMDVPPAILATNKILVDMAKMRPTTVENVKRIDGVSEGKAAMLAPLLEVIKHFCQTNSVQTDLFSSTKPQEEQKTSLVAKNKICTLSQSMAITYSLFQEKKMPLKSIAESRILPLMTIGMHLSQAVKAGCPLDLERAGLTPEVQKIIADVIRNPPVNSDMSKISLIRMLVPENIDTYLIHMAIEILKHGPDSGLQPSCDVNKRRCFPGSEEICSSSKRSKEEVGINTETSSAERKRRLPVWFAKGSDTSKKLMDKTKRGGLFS
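WRN at 20 nM final preincubated with compound 15 min at room temperature; reaction started with 100 nM fluorophore/quencher forked duplex oligonucleotide and 2 mM ATP final. Unwinding followed kinetically by red fluorescence (ex 525, em 598 nm).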
PLK1 PBD inh: qHTS for Inhibitors of PLK1-PDB (polo-like kinase 1 - polo-box domain): Primary Screen; Serine/threonine-protein kinase PLK1 (Homo sapiens), P53350; 360,000 compounds, 2.8% hits; Potency, µM, for the others: max response, negative = inhibition, most hits filed as inhibitors; Plk1 PBD binding of FITC phosphopeptide, fluorescence polarization; further: potency means the concentration at half of the fitted maximal effect; series mostly up to about 57 µM; on the % scale 0 is the no-effect control and ±100 the full control effect; nearly all actives have a fitted effect of over 65% in size
Starred values were filed as active, the others as inactive; ? = inconclusive; . = no result given; [ ] = remark or other dose. Unless noted, the call rests on the fitted dose curve; in most records, active means well fitted curve in the direction sought with a large enough effect; inconclusive means small, poorly fitted or top-dose-only effect, or another doubt; inactive means no such curve, though single readings can be large; an effect the other way counts as inactive or inconclusive.

nr	SMILES	EPAC1 ag	MmCpn inh	CCT modulator	EPAC1 antagonist	EPAC2 antagonist	PI5P4K alpha inh	WRN inhibitor	PLK1 PBD inh
1	CCOc1ccccc1CNC(=O)Cn1ccc2cc(S(=O)(=O)N3CCCC3)ccc21	-0.4%	-14.3%	1.3	0.5%	0.1%	1.6	2.3%	-2.1%
2	CC(C)(C)C1CCC(C(=O)OCC(=O)c2ccc[nH]2)CC1 (configuration not stated)	-14.2%	0.3%	1.8	-6.9%	?	-4.7	-26.7%[57.1 µM]	4.3%
3	COc1cc(OC)c(C2SCCN2S(=O)(=O)c2ccc(F)cc2)cc1OC (configuration not stated)	2.3%	0.5%	-1.8	3.5%	1.8%	0.1	2.3%	-10.8%
4	CCC(C(=O)NC1CCCC1)N(C(=O)Cn1nnc(-c2cccs2)n1)c1cnc2ccccc2c1 (configuration not stated)	-5.7%	2.4%	2.2	-2.3%	16.6%	1.1	-7.4%	-14.5%
5	CS(=O)(=O)N(CC(=O)N1CCN(c2ccccc2)CC1)c1ccc(Cl)c(C(F)(F)F)c1	6.5%	0.6%	-1.2	-29.4%	-8.9%	-4.0	-13.7%	-9.2%
6	O=C(COc1ccc(Cl)cc1)Nc1ccc(NC(=O)c2ccco2)cc1	4.8%	0.6%	-2.6	-9.6%	1.5%	-10.3	5.2%	0.0%
7	CC1CC1C(=O)OCC(=O)NCc1ccccc1 (configuration not stated)	-5.0%	-0.5%	0.1	-11.5%	-4.5%	-4.5	?	-2.4%
8	CCC1CCCCN1CC(=O)Nc1cc(C)nn1-c1nc(C)cc(C)n1 (configuration not stated)	5.3%	-1.1%	-1.2	9.8%	-2.3%	.	-3.5%	-5.2%
9	CN(C)S(=O)(=O)c1ccc(NC(=O)Cn2nc(-c3ccc4c(c3)OCCO4)ccc2=O)cc1	1.0%	.	-9.1	-28.6%	-4.5%	0.1	6.5%	-22.2%
10	Cc1cc(C(=O)NCC(c2ccco2)N(C)C)ccc1[N+](=O)[O-] (configuration not stated)	4.4%	-2.2%	-3.8	-3.8%	4.6%	-1.1	-33.3%	-5.4%
11	CCCC[C@@H]1C[C@H]1[C@@H](NC(=O)c1ccccc1)c1ccccc1C(F)(F)F	-34.0%[inhibitor]	-0.1%	-0.7	-21.3%	-20.5%	6.2	-7.7%	-1.3%
12	CO/N=C/c1c(C(=O)OC)nn(-c2ccccc2)c1Cl	-5.4%	1.9%	0.6	-21.8%	-29.0%	?	1.6%	3.77µM*
13	COc1ccc(Cl)cc1-c1cc(C(=O)NC2CCCCC2)[nH]n1	-2.9%	.	-0.6	-13.2%	-5.8%	-8.6	-2.6%	-9.5%
14	CSc1ccc(NC(=O)C(C)N2CCN(C)CC2)cc1 (configuration not stated)	12.1%	-2.7%	1.0	2.8%	-5.7%	-2.3	1.9%	8.2%
15	CN(CC(=O)N1CCCC1)S(=O)(=O)c1cc(Cl)ccc1Cl	17.1%	-0.1%	-0.9	32.8%[activator]	6.8%	.	6.4%	-5.6%
16	COc1ccccc1CC(=O)Nc1ccc([N+](=O)[O-])cc1OC	5.1%	-0.3%	0.5	7.5%	8.6%	-4.5	5.1%	-3.1%
17	COc1ccc(-c2c(C#Cc3ccc(N(C)C)cc3)c3ccccc3n2C)cc1	-11.1%	-9.0%	-0.3	-2.3%	4.4%	-3.2	-25.5%	-18.5%
18	COc1cc(/C=C/C(=O)OCC(=O)c2ccccc2)cc(OC)c1OC	6.1%	2.6%	0.9	-7.2%	-6.6%	0.3	0.7%	-1.9%
19	O=C(Cc1ccc(Cl)cc1)Nc1ccc(N2CCN(C(=O)c3ccco3)CC2)cc1	-5.9%	-2.1%	0.7	-25.1%	12.2%	-12.5	-10.3%	-23.7%
20	O=C(C(=O)c1ccc(O)c(O)c1)c1ccc(O)c(O)c1	6.1%	.	1.5	0.3%	-5.5%	-2.1	-2.0%	2.1%
21	Cc1nn(CCC(=O)O)c2nc(-c3cccnc3)cc(C(F)(F)F)c12	-11.6%	-2.0%	0.9	2.8%	7.9%	4.9	-12.2%	-3.2%
22	CC(=O)N1CCN(c2nc3ccc([N+](=O)[O-])cc3s2)CC1	3.5%	-7.9%	-0.8	-4.5%	0.8%	-2.9	1.6%	-5.9%
23	CN(C)S(=O)(=O)N1CCN(C(=O)N2CCOCC2)CC1	-1.7%	0.7%	-0.6	15.0%	8.3%	.	0.0%	-15.7%
24	O=C(COC(=O)CNC(=O)c1sc2ccccc2c1Cl)Nc1cc(Cl)cc(Cl)c1	13.1%	-2.5%	-4.3	12.1%	2.2%	-9.0	-0.4%	-10.6%
25	COc1ccc(NC(=O)C2(C)CCCN(C(C)C)C2)cc1OC (configuration not stated)	6.2%	.	1.1	-18.4%	-15.4%	2.9	0.9%	-3.5%
26	COc1ccc(CNC(=S)Nc2cc(C)cc(C)c2)cc1	-5.6%	0.6%	-0.3	-18.8%	-4.6%	-1.9	4.7%	-15.8%
27	COc1ccc(N2CCN(CC(=O)Nc3cccc(S(=O)(=O)N4CCOCC4)c3)CC2)cc1	5.1%	-0.8%	-1.8	-5.5%	-5.0%	2.4	-1.1%	-6.6%
28	CCCCCCCCNS(=O)(=O)CCNCCCC	-30.2%[inhibitor]	.	-1.1	-20.9%	1.3%	5.3	-0.4%	0.5%
29	CCc1nnc(NC(=O)CSc2nnnn2C)s1	9.6%	1.3%	0.8	6.9%	19.4%	.	-9.0%	-11.4%
30	CC(NC(=O)c1ccc(F)cc1)C(c1cccs1)N1CCN(C)CC1 (configuration not stated)	11.4%	1.5%	-1.1	-10.3%	-3.8%	.	2.6%	-8.5%
31	CCNC(=O)C1(C)CCCN(C(=O)C2(c3ccc(Cl)cc3)CCCC2)C1 (configuration not stated)	-0.5%	.	1.4	-24.9%	11.0%	-8.1	4.2%	-0.5%
32	COc1ccc(NC(=O)CS(=O)c2cccc(C(F)(F)F)c2)cc1 (configuration not stated)	-10.8%	-1.6%	1.0	10.6%	5.9%	-2.4	-1.3%	-3.1%
33	CCOc1ccccc1OCCC(=O)Nc1ccc(F)c(Cl)c1	-10.6%	0.6%	2.5	2.3%	10.1%	12.2	-12.8%	-0.2%
34	CCc1nnc(SCC(=O)Nc2ccc(N3CCN(S(C)(=O)=O)CC3)cc2)o1	-2.9%	1.0%	-1.5	7.0%	-5.2%	-0.2	1.6%	-2.9%
35	CCOC(=O)c1c(NC(=O)CSc2nnc(-c3cccnc3)o2)sc(C)c1C	2.1%	0.1%	0.0	4.9%	10.7%	2.2	1.0%	-0.3%
36	Cc1c(Br)c([N+](=O)[O-])nn1CCCC(=O)NC(C)c1ccccc1 (configuration not stated)	-11.0%	-0.9%	-0.7	-9.1%	-1.9%	-2.9	-0.5%	-6.1%
37	COc1ccc(C(=O)Nc2ccccc2C(=O)N/N=C/c2ccncc2)cc1OC	6.6%	-2.0%	0.2	1.1%	-16.4%	-4.2	2.6%	-5.1%
38	CCN(C(=O)COC(=O)c1ccc(SC)cc1OC)C1CCS(=O)(=O)C1 (configuration not stated)	10.3%	0.5%	1.5	1.4%	5.0%	2.2	-0.6%	3.4%
39	CCN(c1cccc(C)c1)c1ncnc2nc[nH]c12	-2.6%	2.0%	-1.2	-8.9%	12.5%	1.1	-1.3%	-6.9%
40	Cc1cccc(N2CCN(c3ccc(NC(=O)/C=C\C(=O)O)cc3)CC2)c1	-4.0%	1.1%	-2.6	-9.3%	2.8%	-9.9	0.4%[57.1 µM]	?

Single records (already shown).
`CC(=O)N1CCN(c2nc3ccc([N+](=O)[O-])cc3s2)CC1` as listed: EPAC1 ag: 3.5%; MmCpn inh: -7.9%; CCT modulator: -0.8; EPAC1 antagonist: -4.5%; EPAC2 antagonist: 0.8%; PI5P4K alpha inh: -2.9; WRN inhibitor: 1.6%; PLK1 PBD inh: -5.9%
`COc1ccc(CNC(=S)Nc2cc(C)cc(C)c2)cc1` as listed: EPAC1 ag: -5.6%; MmCpn inh: 0.6%; CCT modulator: -0.3; EPAC1 antagonist: -18.8%; EPAC2 antagonist: -4.6%; PI5P4K alpha inh: -1.9; WRN inhibitor: 4.7%; PLK1 PBD inh: -15.8%

The list continues:
nr	SMILES	EPAC1 ag	MmCpn inh	CCT modulator	EPAC1 antagonist	EPAC2 antagonist	PI5P4K alpha inh	WRN inhibitor	PLK1 PBD inh
41	CCN(CCO)c1nc(N2CCCCC2)c2cnn(C)c2n1	2.1%	-2.3%	-3.6	-8.9%	-6.6%	0.9	0.5%	-2.1%
42	Cc1ccc(NC(=O)c2ccc3ccccc3n2)cc1S(=O)(=O)N1CCOCC1	10.3%	0.9%	0.2	-20.4%	9.1%	2.5	-13.1%	7.1%
43	COc1ccc(-c2c3c(=O)n(C)c(=O)n(C)c3cn2NC(C)=O)cc1	11.3%	-1.6%	-0.5	2.7%	-3.5%	.	-3.9%[57.1 µM]	-11.3%
44	O=C(NCCN1CCOCC1)c1cccc(S(=O)(=O)Nc2ccc(Br)cc2)c1	9.7%	2.5%	1.3	12.1%	9.1%	-1.5	6.0%	4.0%
45	COc1cccc(-n2nnc3c(=O)n(Cc4ccccc4F)cnc32)c1	8.8%	1.1%	0.7	2.1%	-4.2%	.	-15.9%	0.9%
46	CC(=O)Nc1cc2c(cc1NC(=O)Cn1nc(-c3ccccc3)ccc1=O)OCCO2	-2.6%	-0.7%	-1.7	21.9%	0.6%	-3.8	-0.1%	-0.9%
47	COc1cc(NC(=O)COC(=O)CC2CC3CCC2C3)cc(OC)c1 (configuration not stated)	6.4%	-2.8%	-3.4	-19.3%	-18.9%	-2.3	-17.0%	-3.2%
48	CCCCc1c(O)cc(C)[nH]c1=O	-9.2%	-1.2%	2.4	-29.2%	3.6%	-27.0	6.0%	-2.7%

Only part of the results is shown; the hit share may differ from the screen's.
